Bioassay records from PubChem.
TIM10 inh: growth inhibitors of isogenic TIM10 control yeast, primary screen, counter-screen for tim10-1 yeast inhibitor project, luminescence, uHTS; S. cerevisiae TIM10 strain growth, BacTiter-Glo luminescence, 24 h; inhibition, % at 10 µM; 1.4% of 330,000 active; AID 463195, 2010;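 active = inhibition of 40% or more at the single tested concentration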;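 also: wild-type TIM10 isogenic control strain grown at permissive 25 °C; 0% = DMSO yeast wells and 100% = minimal medium wells without yeast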
tim23-1 inh: growth inhibitors of tim23-1 mutant yeast, primary screen, luminescence, uHTS. AID 463212, 2010. 1.3% of 330,000 active. inhibition, % at 20 µM. S. cerevisiae tim23-1 growth, BacTiter-Glo luminescence, 24 h;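 active = growth inhibition of the mutant yeast at or above 50%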;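 also: temperature-sensitive mutant grown at 25 °C; plate controls were DMSO-treated mutant yeast for no effect and medium wells lacking yeast for full effect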
tim10-1 inh: growth inhibitors of tim10-1 mutant yeast, primary screen, luminescence, uHTS; S. cerevisiae tim10-1 ts strain growth, BacTiter-Glo, 24 h; inhibition, % at 20 µM; 2.2% of 330,000 active;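 active = inhibition of at least 40%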;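 also: mutant grown at 25 °C; 0% = DMSO wells with yeast and 100% = wells holding no yeast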
697 NFkB inh: inhibitors of PMA/ionomycin-induced NF-kB reporter, 697 cells, primary screen, B-cell NF-kB inhibitor project, cell-based, luminescence, uHTS. 697 B-cell NF-kB luciferase reporter, 16 h. inhibition, % at 4 µM. 0.33% of 330,000 active; in the data active = inhibition above about 35%
Mdm2 MdmX PPI: inhibitors of human Mdm2-MdmX association, primary screen, cell-based, luminescence, split luciferase, SaOS-2, uHTS. Protein Mdm4 (Homo sapiens) + E3 ubiquitin-protein ligase Mdm2 (Homo sapiens), …. SaOS-2 split-luciferase Mdm2/MdmX complementation. inhibition, % at 8 µM. 3% of 330,000 active. AID 485346, 2010;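 active = inhibition of at least 50% at 8 µM in the primary screen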
Target sequence (O15151 whole entry, looked up): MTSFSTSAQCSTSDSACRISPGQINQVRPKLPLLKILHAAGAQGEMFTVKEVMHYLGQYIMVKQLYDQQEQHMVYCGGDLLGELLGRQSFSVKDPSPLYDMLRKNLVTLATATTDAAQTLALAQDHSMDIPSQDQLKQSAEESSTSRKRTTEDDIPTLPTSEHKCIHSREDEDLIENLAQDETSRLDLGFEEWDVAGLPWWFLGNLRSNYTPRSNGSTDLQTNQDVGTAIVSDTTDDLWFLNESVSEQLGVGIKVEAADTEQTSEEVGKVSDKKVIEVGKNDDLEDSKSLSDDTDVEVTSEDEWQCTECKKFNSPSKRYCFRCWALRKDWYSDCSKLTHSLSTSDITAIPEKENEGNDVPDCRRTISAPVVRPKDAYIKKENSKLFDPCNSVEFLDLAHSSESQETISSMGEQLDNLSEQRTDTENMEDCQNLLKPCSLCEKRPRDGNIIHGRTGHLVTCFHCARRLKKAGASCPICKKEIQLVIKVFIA
Target sequence (Q00987 whole entry, looked up): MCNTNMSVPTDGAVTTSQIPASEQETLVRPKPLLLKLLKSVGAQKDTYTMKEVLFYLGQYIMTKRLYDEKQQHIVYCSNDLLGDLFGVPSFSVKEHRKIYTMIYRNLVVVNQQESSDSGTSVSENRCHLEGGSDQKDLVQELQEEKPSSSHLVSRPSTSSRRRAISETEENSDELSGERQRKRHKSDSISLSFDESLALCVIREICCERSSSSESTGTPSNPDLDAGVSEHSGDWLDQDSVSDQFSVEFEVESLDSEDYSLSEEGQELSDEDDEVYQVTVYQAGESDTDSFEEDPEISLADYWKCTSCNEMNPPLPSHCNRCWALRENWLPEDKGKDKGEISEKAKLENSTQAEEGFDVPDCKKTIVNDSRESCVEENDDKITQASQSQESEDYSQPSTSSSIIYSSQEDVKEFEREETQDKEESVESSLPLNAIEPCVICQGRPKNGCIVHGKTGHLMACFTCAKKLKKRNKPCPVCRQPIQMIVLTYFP
Jurkat NFkB inh: inhibitors of induced NF-kB luciferase reporter, primary screen, TCR NF-kB activation inhibitor project, cell-based, luminescence, uHTS | inhibition, % at 4 µM | 0.53% of 330,000 active | Jurkat, PMA/ionomycin-induced NF-kB luciferase reporter; in the data active = inhibition above about 50%
CHOP UPR activ: activators of apoptotic CHOP UPR arm, primary screen, cell-based, CHO-CHOP luciferase reporter, luminescence, uHTS; UPR activation; percent of tunicamycin response over DMSO baseline; activation, % at 10 µM; 0.34% of 330,000 active;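 active = at 10 µM dose, activation of 40% or more, normalized to positive control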;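 also: 100% = tunicamycin at 10 µg/mL and 0% = DMSO alone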
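Test system: CHO-CHOP cells, stable luciferase reporter of PERK-eIF2a-CHOP signalling | Quantity: 500 CHO-CHOP cells per well | Buffer or medium: F12 plus 10% serum | Compound dosing: 10 µM single point, 0.5% DMSO | Schedule: 6 h compound treatment, 37 °C | Signal: Luciferase luminescence | Control set: Tunicamycin high control, DMSO low control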
XBP1 UPR activ: activators of adaptive XBP1 UPR arm, primary screen, cell-based, CHO-XBP1 luciferase reporter, luminescence, uHTS. IRE1-XBP1 UPR activation; percent of tunicamycin response, DMSO as zero. activation, % at 20 µM. 0.33% of 330,000 active. AID 463104, 2010;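 active = versus positive control, 20 µM dose yields 30% or more activation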;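 also: 100% = tunicamycin at 10 µg/mL and 0% = DMSO only wells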
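Material: CHO cell line with stable XBP1 luciferase reporter; schedule: 16-18 h cell attachment at 37 °C, then 6 h compound exposure; signal: glow luminescence from Steady-Glo reagent; medium: serum-containing F12 medium, 10% FBS; benchmarks: tunicamycin 10 µg/mL and vehicle-only wells; read-out: percent activation relative to tunicamycin reference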
An asterisk follows results filed as active.

Every second line gives: TIM10 inh, tim23-1 inh, tim10-1 inh, 697 NFkB inh, Mdm2 MdmX PPI, Jurkat NFkB inh, CHOP UPR activ, XBP1 UPR activ
COCCN(C(=O)CCC(=O)Nc1nccs1)C(C(=O)NCCC(C)C)c1ccc(F)cc1 (centres undefined)
    4, 13, 24, 14, 4, -13, -1.1, -3
COC(=O)c1ccc(NS(=O)(=O)c2ccc(SC)cc2)cc1
    13, 31, 40*, -1, 16, -19, -1.9, -2
O=c1[nH]c2ccc(NCc3ccccc3OCc3ccc(Cl)cc3)cc2[nH]1
    -4, 31, 2, -37, 28, 12, 3.6, -4
Cc1ccc(CNC(=O)CCOc2ccc(C(C)(C)C)cc2)cc1
    13, 21, 12, 8, -15, 7, -0.6, 0
CCOC(=O)Cc1csc(NC(=S)NC(=O)c2ccc(F)cc2)n1
    18, 11, 11, 33, 3, 9, 1.0, 2
CCOCCc1c(O)nc(SCC(=O)N2CCOCC2)[nH]c1=O
    10, 0, -25, 11, -9, 6, 0.9, 5
COc1cc(C2C(S(=O)(=O)c3ccccc3)CON2C)ccc1OCc1ccc(F)cc1 (centres undefined)
    5, 33, 32, -11, 1, -27, -1.4, -1
CCc1nnc(NC(=O)C2CCCN2C(=O)NC2CCCCC2)s1 (centres undefined)
    2, 11, -7, 11, -29, -10, 2.2, 0
CCn1nc(C(=O)NC2=NCCS2)c2ccccc2c1=O
    -3, -4, 7, -17, 1, 9, 1.5, 0
CN(C(=O)CCn1c(=S)oc2ccccc21)c1ccc(F)cc1
    -9, 9, 32, 17, -3, -3, -1.2, 1
O=[N+]([O-])c1nn(-c2ccc3c(c2)OCCO3)n(O)c1=NCCCO
    8, 4, 16, -104, -9, -36, 1.6, 1
O=C(CN1C(=O)c2cccc3cccc1c23)N1CCN(c2ccc(F)cc2)CC1
    3, -5, 10, 15, 6, -5, -2.5, 0
Cc1ccccc1CC1(CO)CCCN(Cc2nc(-c3cccs3)oc2C)C1 (centres undefined)
    26, 23, 28, -7, 30, 8, -2.9, -1
O=C(OC(C(=O)NC1CCCCC1)c1ccccc1F)c1ccco1 (centres undefined)
    1, 26, 7, 6, 16, -7, 0.5, -6
O=C(NCC(c1cccnc1)N1CCOCC1)c1ccc2c(c1)OCO2 (centres undefined)
    -3, 21, 16, 2, 5, -15, 7.4, 0
CC(C)(C)NC(=O)COC(=O)c1cc(F)c(F)cc1Cl
    -11, 7, 9, 7, 19, 9, 4.9, -2
COC(=O)[C@]1(Cc2ccccc2)N[C@H](c2ccc(-c3cc(C(C)=O)cs3)cc2)[C@@H]2C(=O)N(C)C(=O)[C@@H]21
    13, 8, 12, -3, 36, 17, 1.2, 1
CC1(C)N=C(SCC(=O)Nc2ccc(Cl)cc2Cl)C(c2ccccc2)=N1
    12, 20, 22, -16, 19, -13, 0.0, -1
CC(C)(C)Nc1cccccc1=O
    2, 11, -1, -1, -20, 1, -0.8, -2
CCCCOc1cccc(-c2nnc(NC(=O)CSc3ccc(C)cc3)s2)c1
    -2, 10, -1, -9, 28, 13, 5.4, 0
O=C(N[C@@H](Cc1c[nH]c2ccccc12)C(=O)NC1CC1)c1ccccc1Cl
    4, 7, 17, -44, -78, -38, 6.0, 1
C=C(C)COc1ccc(-c2[nH]ncc2-c2ccc(OC)cc2)c(O)c1
    1, 29, 1, -4, 63*, 10, -2.3, 0
COc1ccc(/C=N/Nc2nc(-c3cccnc3)nc3ccccc23)c(OC)c1
    22, 21, 19, 18, 21, 4, 6.6, 37*
Cc1noc(C)c1COC(=O)CCC(=O)c1ccc(F)cc1
    -10, -24, -2, -11, 13, -2, 0.3, -1
COc1ccc(C(=O)NC2CCCN(Cc3ccccc3F)C2)c(OC)c1OC (centres undefined)
    -12, 7, -3, -27, -16, 5, -1.4, -2
COC(=O)C1CCCN1C(C(=O)NC1CCCCC1)c1ccc(Cl)cc1 (centres undefined)
    3, 21, 35, -18, 12, -21, -0.7, 0
COc1ccc(NC(=O)NCCN2C(=O)C3C4C=CC(C4)C3C2=O)cc1 (centres undefined)
    3, 5, -9, -11, 16, -45, 2.4, 0
Cc1nc2cccnc2nc1C
    4, 2, 3, 20, 4, -7, 1.2, 2
O=C(NC1CC1)C1CCN(S(=O)(=O)c2ccc(Cl)cc2)CC1
    -11, 5, 1, 6, 13, -9, 2.1, -7
C=CCn1c(SCc2nc3c(c(=O)[nH]c(=O)n3CCCC)n2CCC)nnc1-c1ccccc1
    10, -3, 0, -3, 16, 6, -1.4, -5

The final six records of the section above lead into the next:
Every second line gives: TIM10 inh, tim23-1 inh, tim10-1 inh, 697 NFkB inh, Mdm2 MdmX PPI, Jurkat NFkB inh, CHOP UPR activ, XBP1 UPR activ
COc1ccc(C(=O)NC2CCCN(Cc3ccccc3F)C2)c(OC)c1OC (centres undefined)
    -12, 7, -3, -27, -16, 5, -1.4, -2
COC(=O)C1CCCN1C(C(=O)NC1CCCCC1)c1ccc(Cl)cc1 (centres undefined)
    3, 21, 35, -18, 12, -21, -0.7, 0
COc1ccc(NC(=O)NCCN2C(=O)C3C4C=CC(C4)C3C2=O)cc1 (centres undefined)
    3, 5, -9, -11, 16, -45, 2.4, 0
Cc1nc2cccnc2nc1C
    4, 2, 3, 20, 4, -7, 1.2, 2
O=C(NC1CC1)C1CCN(S(=O)(=O)c2ccc(Cl)cc2)CC1
    -11, 5, 1, 6, 13, -9, 2.1, -7
C=CCn1c(SCc2nc3c(c(=O)[nH]c(=O)n3CCCC)n2CCC)nnc1-c1ccccc1
    10, -3, 0, -3, 16, 6, -1.4, -5
O=C(/C=C/c1ccccc1)c1c[nH]c2ccccc12
    -24, 16, -60, -239, -194, -192, 2.7, 1
O=C(NCc1cccs1)C(=O)c1cn(CC(=O)N2CCOCC2)c2ccccc12
    -9, 13, 10, 20, 4, -2, -0.8, -1
Cc1ccc(N(Cc2cc3cc(C)ccc3[nH]c2=O)C(=O)c2cccs2)cc1
    6, -10, 7, 2, 25, -3, -2.2, 0
CCc1ccc2c(CC(=O)Nc3nnc(C4CC4)s3)coc2c1
    9, -1, -13, -3, -18, 0, 1.0, -2
COc1cccc(NC(=O)C(=O)N/N=C/c2cc(C)n(-c3ccc(Cl)c(Cl)c3)c2C)c1
    9, 21, 28, -39, 55*, -27, 2.8, 3
O=C(Cc1ccccc1)Nc1cccc(C(=O)O)c1O
    -3, 11, -2, 11, 12, 22, 0.1, -3
CN(Cc1ccccc1)C(=O)CSc1nc2ccccc2[nH]1
    1, 14, 19, -5, -11, -17, 3.0, -1
COc1cc2ccccc2cc1C(=O)N1CCc2ccccc21
    20, 40, 34, -18, 46, 21, -0.2, -3
c1ccc(NC2=NCCN2CC2CCCC2)cc1
    -4, 2, -9, 11, -28, 4, -2.3, 1
O=C(NCc1ccccc1)N1CCNCC1
    -1, 9, 4, 18, 13, 5, 1.5, -5
Cc1cccc(NS(=O)(=O)c2cccc(C(=O)N3CCN(c4ccccn4)CC3)c2)c1
    4, 7, -4, -27, 14, -1, 0.2, -7
CCOC(=O)N1CCN(CC(=O)N2c3ccccc3CC2C)CC1 (centres undefined)
    -20, 3, 28, 17, 9, 4, -1.8, -2
CCN(CC)CCN(C(=O)CCS(=O)(=O)c1ccccc1)c1nc2cc(OC)c(OC)cc2s1
    15, 10, 18, 16, 22, -21, -0.5, -2
O=C(Nc1ccc(C2CCCCC2)cc1)C1CCCN(c2ncccn2)C1 (centres undefined)
    -9, 4, 3, -4, 27, -21, 0.1, 6
CS(=O)(=O)c1ccccc1-c1nnc(NC(=O)C2=COCCO2)o1
    -4, 0, 0, -16, -15, -10, -1.4, 0
Cc1cccc(C)c1NC(=O)CN1C(=O)N(C)Cc2ccccc21
    -1, 3, -18, -20, -5, -31, -0.8, 6
COc1ccc(S(=O)(=O)N2CCCCCC2)cc1C(=O)NCCOc1ccc(C)cc1
    18, 18, 25, -1, 21, -4, 3.4, -3
Cc1c(OCc2nn[nH]n2)ccc2c3c(c(=O)oc12)CCCC3
    -8, 13, 8, 11, 16, 15, -0.1, 1
CSc1ccccc1NC(=O)C1=CC(c2ccc(C)cc2)=NS(=O)(=O)N1C
    -3, 16, 17, -15, 6, -4, 4.2, -2
COC(=O)Cc1c(C)nc2nc(-c3ccc(Cl)cc3)[nH]n2c1=O
    -2, -3, 2, -2, 3, -8, -0.4, -1
O=C(NCc1ccccc1Cl)C(=O)NCC1OCCN1S(=O)(=O)c1ccc(F)cc1 (centres undefined)
    -3, -1, 2, -24, -13, 17, 1.3, -5
Cc1cc(C)nc(SCc2cc(=O)c(OC(=O)c3cc([N+](=O)[O-])ccc3Cl)co2)n1
    11, 14, 32, 3, 15, 6, 3.7, 0
Cc1[nH]c2ccccc2c1/C=C(\C#N)S(=O)(=O)c1ccccc1
    29, 5, 2, -1, -7, -15, -2.2, -2
CN(C)c1ccc(C#Cc2ccc3cc(CCCO)oc(=O)c3c2)cc1
    -2, 10, 2, 3, -23, -67, 5.1, 2
Cc1ccccc1NC(=O)CS(=O)(=O)c1cn(CC(=O)N2CCOCC2)c2ccccc12
    3, 7, 2, 8, 6, 8, 2.7, -2
CCN(CC)C1CCN(C(=O)c2cc(COc3ccc(-n4cncn4)cc3)on2)C1 (centres undefined)
    4, 7, 14, -4, 7, -11, -0.7, -6
O=C(NCCn1cccn1)C1CCC(=O)N(CCc2cccc(F)c2)C1 (centres undefined)
    -8, -10, -15, 8, 21, 11, -2.5, -3
COc1cc(/C=C2\CCCc3c2nc2ccccc2c3C(=O)O)cc([N+](=O)[O-])c1O
    -5, 6, -1, 9, 21, -9, 1.1, -1
C1N2CN3CN1CN(C2)C3
    14, 11, -3, 0, 3, 14, 1.3, 1
CC(OC(=O)C1CCN(S(=O)(=O)c2ccccc2C(F)(F)F)CC1)C(=O)N(C)Cc1ccccc1 (centres undefined)
    17, 24, 20, -22, 28, 23, 0.8, -6
O=C(NN=C1CCCC1)c1[nH]c2ccc(Cl)cc2c1-c1ccccc1
    7, 43, -26, 8, 23, 17, 2.0, 0
CSc1ccc(C(=S)N2CCCCCC2)cc1
    -7, 29, 21, -11, 9, 1, 2.0, -2
CCCc1cc(C(=O)Nc2ccc(CC)cc2)no1
    3, 34, 21, -136, -94, -177, 3.6, 0
COc1ccc(C(=O)CSc2nnc(C3CC3)n2N)cc1
    4, 10, 11, 3, -7, 4, 1.3, 1
COc1ccc(Cc2nnc(SCC(=O)NC(C)c3ccccc3)o2)cc1 (centres undefined)
    7, 20, 20, 25, 5, 2, -2.3, -2
COc1ccccc1-c1nc(-c2ccccn2)no1
    19, 19, 21, -96, 29, -28, -8.0, -8
Cc1ccc(S(=O)(=O)N2CCC(C(=O)OCC(=O)N3CCCC3=O)CC2)cc1C
    4, -10, -1, 2, 17, 3, 2.3, 3
O=C(O)Cc1ccc(C(=O)c2cccs2)s1
    -2, 12, -2, 4, 5, -11, 0.8, 2
O=C(Nc1ccc2c(c1)OCCO2)c1cccc(C(=O)Nc2ccc3c(c2)OCCO3)c1
    9, -4, -11, -10, -26, -41, 1.6, -7
CC1CCC(C(C)C)C(OCC(O)C[N+]2(C)CCCCC2)C1 (centres undefined)
    -9, -2, -7, -5, 15, -14, -0.9, 2
Cc1cc(C)cc(OCC(=O)Nc2cccc(-c3nnc(-c4ccco4)o3)c2)c1
    24, 9, 11, -47, 83*, -4, -1.6, -1
COCC(C)NC(=O)c1cc2c(ccc3ccccc32)oc1=O (centres undefined)
    3, 28, 18, -41, -11, -3, 4.7, -2
